DAGLB inhibitor: DAGLB lipase inhibitors, primary screen, biochemical, fluorescence, HTS; HEK293T DAGLB membrane lysate, EnzChek fluorogenic substrate; inhibition, % at 5.17 µM; 0.059% of 340,000 active; in the data active = inhibition above about 34%;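 also: 0% = enzyme with vehicle and 100% = wells lacking enzyme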
RTF Ca sens inh: cardiac RTF calcium sensitivity inhibitors, primary screen, biochemical, IANBD-TnC fluorescence, EC70 calcium; Troponin I, cardiac muscle (Homo sapiens) + Troponin T, cardiac muscle (Homo sapiens) + …; IANBD-labeled cardiac RTF, Ca2+ fluorescence; inhibition, % at 7.15 µM; 0.12% of 340,000 active; AID 493244, 2011;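 active = inhibition above the mean inhibition of all tested compounds plus 3 SD, cut at about 17% in these data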;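 also: assay run at fixed EC70 calcium of 1.6 mM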
CAL PDZ FP-1: CAL PDZ peptide-binding inhibitors, primary screen, biochemical, fluorescence polarization, Cer-tagged CAL PDZ, HTS | Golgi-associated PDZ and coiled-coil motif-containing protein (Homo sapiens), Q9HD26 | purified CAL PDZ, TMR-peptide fluorescence polarization, 1 h | inhibition, % at 20 µM | 0.02% of 330,000 active | AID 504414, 2011;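 active = highest replicate inhibition of at least 40%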;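 also: plate controls were DMSO neutral control wells for no effect and unlabeled competitor peptide control wells for full effect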
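Control set: unlabelled peptide and DMSO controls / Material: purified CerCALP PDZ construct / Timing: 1 h incubation at room temperature before polarization reading / Doses: 20 µM, one dose / Detection: fluorescence polarization (mP)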
NSD2 inh: NSD2 histone methyltransferase inhibitors, primary screen, biochemical, AlphaScreen, single concentration, set 2; Histone-lysine N-methyltransferase NSD2 (Homo sapiens), O96028; NSD2 peptide methylation, 120 min; inhibition, % at 12.5 µM; 0.54% of 310,000 active; in the data active = inhibition above about 50%
Keap1-Nrf2 PPI: Keap1-Nrf2 protein-protein interaction inhibitors, primary screen, biochemical, fluorescence polarization, single point; Kelch-like ECH-associated protein 1 (Homo sapiens), Q14145; Keap1 Kelch-Nrf2 peptide fluorescence polarization, 1536-well; inhibition, % at 9.4 µM; 0.15% of 340,000 active; AID 504523, 2011; in the data active = inhibition above about 12%;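 also: human Keap1 Kelch domain with fluorescein labeled Nrf2 9mer peptide probe; 0% = neutral control wells and 100% = peptide positive control; higher means more block of Keap1 binding to Nrf2 peptide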
Target sequence (Q14145 whole entry, looked up, the tested form may be a part): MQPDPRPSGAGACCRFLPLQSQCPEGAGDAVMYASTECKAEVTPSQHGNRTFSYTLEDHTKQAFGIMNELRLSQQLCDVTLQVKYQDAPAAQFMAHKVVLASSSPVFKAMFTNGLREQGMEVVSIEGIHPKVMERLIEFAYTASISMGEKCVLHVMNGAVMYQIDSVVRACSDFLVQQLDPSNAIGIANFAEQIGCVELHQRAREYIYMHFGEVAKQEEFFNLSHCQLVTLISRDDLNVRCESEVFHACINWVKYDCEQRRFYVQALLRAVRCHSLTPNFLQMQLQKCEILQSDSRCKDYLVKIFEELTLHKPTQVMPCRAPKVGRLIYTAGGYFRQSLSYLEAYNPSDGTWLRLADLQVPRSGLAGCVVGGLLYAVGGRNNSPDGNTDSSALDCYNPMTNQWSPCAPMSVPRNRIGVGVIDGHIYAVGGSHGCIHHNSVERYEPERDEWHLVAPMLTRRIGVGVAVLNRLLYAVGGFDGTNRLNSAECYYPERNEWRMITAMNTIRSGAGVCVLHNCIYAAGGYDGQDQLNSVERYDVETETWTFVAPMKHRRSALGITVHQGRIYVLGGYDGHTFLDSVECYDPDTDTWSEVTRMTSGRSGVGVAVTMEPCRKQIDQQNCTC
V-ATPase pHluor: regulators of yeast V-ATPase proton pumping, primary screen, pHLuorin cytosolic pH fluorescence | AID 504577, 2011 | S. cerevisiae | response, % at 10 µM | 0.37% of 350,000 active; in the data active = response mostly above about 7.3%, no sharp cut-off; inactive = mostly below about 5.4%; also: actives read high; inactives centre near 0; some compounds called inactive have numbers as strong as hits
Arrestin-AP2 inh: inhibitors of beta-arrestin/AP2 binding, primary screen, biochemical, GPCR trafficking, flow cytometry; FITC-arrestin peptide / GST-AP2 beads; AP2 beta2 appendage carries R879A mutation; inhibition, % at 10 µM; beta-arrestin 1 C-terminal peptide binding to AP2 beta2-adaptin appendage (human); AID 504490, 2011; 0.31% of 340,000 active;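 active = inhibition above a set limit, near 3 SD of compounds lacking own fluorescence, cut at about 54% in these data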;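 also: plate controls were DMSO wells for no effect and 5 µM unlabelled arrestin peptide for full effect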
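System: GST-AP2 R879A glutathione beads | Also added: FITC-arrestin peptide, 50 nM | Times: 12 min plus 1 h, RT | Signal: Bead flow cytometry, FITC channel | Buffer or medium: PBS with 0.05% Tween 20 and 0.1% BSA | Read-out basis: Percent drop in bead-associated FITC signal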
CAL PDZ FP-2: untagged CAL PDZ binding inhibitors, primary screen, biochemical, fluorescence polarization, HTS; Golgi-associated PDZ and coiled-coil motif-containing protein (Homo sapiens), Q9HD26; purified CAL PDZ, TMR-peptide fluorescence polarization, 1 h; inhibition, % at 24.9 µM; 0.92% of 300,000 active; AID 602252, 2012;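 active = mean inhibition of at least 30% with at least half of replicates also reaching 30%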;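 also: 0% = DMSO neutral control and 100% = excess unlabeled competitor peptide PRC23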
C-LANA FP: inhibitors of KSHV C-LANA binding to DNA, primary screen, biochemical, fluorescence polarization, FAM-LBS DNA, MBP-C-LANA, single point | Kaposi's sarcoma herpesvirus LANA C-terminal domain (residues 932-1162) DNA binding | inhibition, % at 9 µM | 0.078% of 340,000 active;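 active = highest replicate inhibition at or above 60% at 9 µM, even if other replicates fall short; inactive = all replicates below 60% inhibition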;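 also: 0% = neutral control wells and 100% = 4 µM acridine orange control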
Pemphigus Ab inh: inhibitors of pemphigus antibody binding to DSG3, primary screen, biochemical, bead-based, flow cytometry, scFv-GFP; Desmoglein-3 (Homo sapiens), P32926; AID 588358, 2011; DSG3-coupled beads, scFv-anti-DSG3-GFP binding; hits give low values; 0.48% of 310,000 active; binding (percent of control), % at 10 µM;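 active = binding more than 3 SD below its plate's average and above zero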;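 also: hits lower antibody fragment binding to DSG3; some compounds called inactive have numbers as strong as hits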
Active calls of the source: *; x = not tested or not shown.

NSD2 inh,V-ATPase pHluor,CAL PDZ FP-2,CAL PDZ FP-1,Arrestin-AP2 inh,C-LANA FP,DAGLB inhibitor,Keap1-Nrf2 PPI,RTF Ca sens inh,Pemphigus Ab inh,compound
14,-2,1,0.2,0,3.3,0,4,-8,103,O=C(NCCCn1ccnc1)c1ccc(S(=O)(=O)Nc2ccccc2)cc1
x,-4,x,-0.3,3,-0.8,2,2,-8,98,CC1Cc2nc(SCC(N)=O)n(Cc3ccccc3)c(=O)c2S1 (configuration not stated)
0,1,-2,-0.4,4,-1.5,-6,1,3,100,CC1CCCCC1NC(=O)Cn1nnc(-c2ccc(Cl)cc2)n1 (configuration not stated)
8,-1,-3,0.1,16,0.5,2,0,2,101,CCOC(=O)c1sc(NC(=O)c2cccnc2)c(C#N)c1C
6,11,-3,-3.0,24,1.1,1,-5,-8,117,CCC1CCCCN1C(=O)c1cc(COc2ccc3ncccc3c2)on1 (configuration not stated)
-2,3,3,-0.8,14,1.0,-2,-1,6,90,Cc1ccc(Cl)cc1NC(=O)c1ccc(NC(=O)CCC(=O)O)cc1
1,15*,-3,-2.2,20,-0.1,3,2,-23,x,O=C1c2ccccc2-c2c1cccc2C(=O)N1CCCCCC1
-2,-1,4,-0.6,-6,0.1,2,-4,-11,112,N#C/C(=C\c1coc2ccccc2c1=O)C(N)=S
0,2,2,-1.6,37,-0.6,-3,-2,-4,81*,Cc1ccc(N(CC(=O)NC(C)(C)C)C(=O)CNC(=O)c2cccs2)c(C)c1
-3,-2,8,1.4,28,-0.3,-3,-3,-1,99,CCOC(=O)c1sc2nc3c(cc2c1N)COC(C(C)C)C3 (configuration not stated)
-3,1,1,-0.5,-27,-0.8,0,1,5,113,C/C(=N/NC(=O)CC1N=C(Cc2ccccc2)NNC1=O)c1cccnc1 (configuration not stated)
1,-1,-5,-0.3,-6,-0.1,-5,2,-1,100,O=C1Cc2ccccc2C(=O)N1Cc1cccc(Cl)c1
x,3,-9,-0.4,-3,2.2,2,-7,-2,82,O=C(C1CCCN1S(=O)(=O)c1cccc2nsnc12)N1CCCCCC1 (configuration not stated)
0,-1,-2,4.4,2,-0.5,1,-6,-6,102,CCOc1ccc2oc(C(=O)NC3CC(C)(C)NC(C)(C)C3)c(C)c2c1
2,3,-3,-5.6,40,3.6,2,-5,-5,x,COc1ccc(C2=NOC3(CC(=O)N(c4ccc(F)cc4)C3=O)C2)cc1 (configuration not stated)
1,-8,-13,-0.5,-2,-0.3,4,4,-9,109,Cc1ccc(S(=O)(=O)N2CCC[C@H]2C(=O)OCC(=O)N2c3ccccc3NC(=O)C2(C)C)cc1
-1,0,-3,x,2,1.5,-1,-4,4,103,C/C(CC(=O)NCc1ccco1)=N\NC(=O)Cc1cccc2ccccc12
0,3,-4,-0.4,8,3.0,0,-3,-7,100,CCOc1ccc(C(CC(=O)O)NC(=O)COc2ccc3ccccc3c2)cc1OC (configuration not stated)
8,2,0,0.2,16,43,-8,58*,-51,179,O=c1cc(CN2CCCc3ccccc32)nc2sccn12
-5,1,0,-0.9,16,0.3,1,-1,-2,119,O/N=C1/CCCCc2sccc21
-3,-3,-4,-1.1,-6,-0.5,5,-1,4,103,Cc1cc(Br)c(OCc2ccc(C(=O)N/N=C3\CC(=O)CC(C)(C)C3)cc2)c(Br)c1
x,-2,-2,-1.9,-3,1.1,1,2,-1,105,Cc1cc(Nc2ccc(C(C)C)cc2)n2ncnc2n1
-1,-4,8,-3.3,0,1.4,1,-1,-11,107,CCOC(=O)Cc1csc(NC(=O)c2ccc(NC(C)=O)cc2)n1
-1,-2,0,-0.5,-8,0.2,-6,-5,-16,99,Cc1cc(N2CCOCC2)nc(SCc2c(Cl)cccc2Cl)n1
-6,1,-3,-2.1,1,0.5,-2,-1,-23,x,CCS(=O)(=O)N1Cc2ccccc2CC1C(=O)Nc1ccc(F)c(F)c1 (configuration not stated)
-4,7,-4,-1.5,16,-0.9,1,-5,1,99,Cc1ccccc1NC(=S)Nn1cnnc1
0,0,-3,-3.6,0,1.8,3,1,6,103,O=c1c2c(-c3ccc(Cl)cc3)csc2ncn1/N=C/c1cccc([N+](=O)[O-])c1O
0,-11,-5,1.0,-16,3.3,0,-3,6,93,CCOc1cc(NC(=O)c2ccccn2)c(OCC)cc1NC(=O)c1ccccc1
-1,1,-2,-0.6,-17,0.3,0,3,2,91,COCc1cc(=O)[nH]c(N2CCN(C(=O)c3ccco3)CC2)n1
3,-4,-2,-1.7,17,-1.1,0,-1,-14,x,COc1ccc(N2CCN(C3CCCN(C(=O)CCN4CCCCO4)C3)CC2)cc1 (configuration not stated)

Record cards (already shown). Order of screens: NSD2 inh, V-ATPase pHluor, CAL PDZ FP-2, CAL PDZ FP-1, Arrestin-AP2 inh, C-LANA FP, DAGLB inhibitor, Keap1-Nrf2 PPI, RTF Ca sens inh, Pemphigus Ab inh
Cc1cc(Br)c(OCc2ccc(C(=O)N/N=C3\CC(=O)CC(C)(C)C3)cc2)c(Br)c1 is listed with -3, -3, -4, -1.1, -6, -0.5, 5, -1, 4, 103
O/N=C1/CCCCc2sccc21 is listed with -5, 1, 0, -0.9, 16, 0.3, 1, -1, -2, 119
Cc1cc(N2CCOCC2)nc(SCc2c(Cl)cccc2Cl)n1 is listed with -1, -2, 0, -0.5, -8, 0.2, -6, -5, -16, 99
Cc1ccc(S(=O)(=O)N2CCC[C@H]2C(=O)OCC(=O)N2c3ccccc3NC(=O)C2(C)C)cc1 is listed with 1, -8, -13, -0.5, -2, -0.3, 4, 4, -9, 109

Following part
NSD2 inh,V-ATPase pHluor,CAL PDZ FP-2,CAL PDZ FP-1,Arrestin-AP2 inh,C-LANA FP,DAGLB inhibitor,Keap1-Nrf2 PPI,RTF Ca sens inh,Pemphigus Ab inh,compound
-2,7,-1,-0.9,-1,-0.8,0,-5,-2,104,CN(c1cccc(NC(=O)Cc2ccccc2)c1)S(C)(=O)=O
-3,-1,0,1.3,6,-0.1,-3,3,-11,100,Cc1nccn1CCCNC(=O)CC1C(=O)NCCN1Cc1ccccc1C(F)(F)F (configuration not stated)
-4,-1,0,-2.1,22,-1.2,-1,4,6,105,CC(C(=O)Nc1ccccc1C#N)N1C(=O)NC2(CCCCCC2)C1=O (configuration not stated)
3,6,-2,-3.0,7,0.4,-5,-1,0,101,Cc1cc(SCC(=O)NC2CCCC2)nc2ccccc12
17,-3,6,0.2,44,-1.7,-5,1,-7,107,Cc1cc(C)c2ccc3c(C)c(C)nc3c2[nH]1
1,-1,-4,-3.6,-1,0.0,0,-3,-2,103,O=C(NCC(=O)N(Cc1cccs1)C(C(=O)NC1CCCCC1)c1ccco1)c1cccs1 (configuration not stated)
-1,-1,x,-0.8,2,1.8,-2,-3,10,89,CC(NC(=O)COC(=O)c1nc(Cl)ccc1Cl)c1ccccc1 (configuration not stated)
-9,2,0,-4.5,-3,-1.7,-1,6,-24,x,Cc1ccccc1N(CC(=O)NC1CCCC1)C(=O)C1(C)CC(=O)N=C2C=CC=CN21 (configuration not stated)
-1,-1,4,-0.5,20,-1.4,-6,-2,0,118,Cc1cc(SCC#N)nc2ccccc12
x,1,-5,-0.2,-1,1.3,-4,-4,-6,103,COC(=O)[C@@]1(Cc2ccccc2)[C@H]2C(=O)N(Cc3ccccc3)C(=O)[C@H]2[C@H]2CN=C(SCC(=O)c3ccccc3)N21
-1,2,1,-1.3,4,-1.4,-8,-1,-11,101,CCCCn1c(SCC(=O)N2CCC(C(=O)OCC)CC2)nc2cc(S(N)(=O)=O)ccc21
x,2,1,-6.3,3,-1.3,0,-2,0,108,COC(=O)CN1C(=O)[C@H]2[C@@H](c3ccc(C)o3)N3C(=O)CN(Cc4ccccc4)C(=O)[C@@]3(Cc3ccccc3)[C@H]2C1=O
3,-2,-5,-2.7,-1,-0.6,2,5,0,116,Fc1cccc(NC(=S)Nc2cccc3ccccc23)c1
x,4,1,-0.9,4,0.4,4,-4,-6,111,Nn1cnnc1N/N=C/c1cc(Br)cc(Br)c1O
x,7,0,-24,29,1.3,-4,-7,-13,96,CC(NS(=O)(=O)c1ccc(Br)cc1)c1ccccc1 (configuration not stated)
1,2,-3,1.7,9,-0.6,18,2,-11,x,O=S(=O)([N-]c1nc2ccccc2nc1-[n+]1ccc(Cc2ccccc2)cc1)c1ccc(Br)s1
3,x,-4,-3.0,-3,0.9,0,-2,6,104,CCOC(=O)c1c(NC(=O)CC2SC(N)=NC2=O)sc(C)c1C (configuration not stated)
0,-1,-3,-2.8,1,0.7,1,-1,-5,89,COc1cc(/C=C2\SC(=S)N(CC(=O)Nc3cccnc3)C2=O)cc(OC)c1OC
4,-2,-1,-2.2,-7,1.0,4,-2,0,103,O=c1ccc(-c2ccc(S(=O)(=O)Nc3cccc(Br)c3)o2)n[nH]1
3,0,-9,-2.0,6,1.2,-3,-5,-4,109,O=C(CSC1=NC(=O)C(c2ccccc2)C(=O)N1)Nc1cccc(Cl)c1 (configuration not stated)
-3,-5,1,-2.8,15,-2.3,-2,1,-13,x,Cc1nnc(SCc2ccc([N+](=O)[O-])cc2)[nH]c1=O
-4,0,-3,x,1,-1.1,6,-5,-6,108,CCCS(=O)(=O)N1CCCC(C(=O)NCc2ccc3c(c2)OCO3)C1 (configuration not stated)
-4,0,x,-1.3,-15,1.3,1,-2,-18,x,O=C(COc1ccc2c(c1)OCO2)Nc1nnc(Cc2ccccc2)s1
-1,5,-2,-1.7,22,-2.8,-1,4,-5,x,CCOc1ccc(S(=O)(=O)N2CCCC(C(=O)N3CCC(C(N)=O)CC3)C2)cc1Cl (configuration not stated)
-2,0,-4,-1.1,8,-0.4,-7,-2,-9,110,CCCC(=O)C1=C(O)C(C(=O)OC)C(C)(C)CC1=Nc1ccc(Br)cc1 (configuration not stated)
1,2,-2,-6.3,4,-2.8,-1,-1,-16,92,CCOC(=O)C1CCCN(C(=O)Cc2ccc(C)cc2)C1 (configuration not stated)
1,-2,-3,-0.7,-6,-1.3,-1,-6,-7,x,COC(=O)c1sc(NC(=O)/C=C/c2ccc(C)o2)nc1C
-2,5,5,-0.4,23,0.7,-4,-2,-10,112,COCCNc1nc2nonc2nc1N1C[C@H]2CC[C@H]1C2

A portion of the library (hit frequency here may not be typical).
